West Nile antiviral – West Nile virus antiviral activity, cell-based, CPE readout (AID 1621); West Nile virus-infected cells, CPE inhibition; higher % means a stronger effect; CPE inhibition, % at 10 µM, or IC50 in µM where a hit was titrated; hit rate 0.02% among 290,000; in the data active means a potency from the dose series; inconclusive means CPE inhibition mostly from about 3.7% at the one dose, without a potency; inactive means the rest, 99 in 100 with CPE inhibition below about 2.2%; further: strong numbers were not always called active
AID2073 – disruptors of CaV2.2 binding to Mint1 – biochemical, HTRF (AID 2073) | HTRF protein-protein interaction, Mint1-CaV2.2; higher % means a stronger effect | inhibition, % at 20 µM, or IC50 in µM where a hit was titrated | hit rate 0.19% among 290,000; in the data active means inhibition mostly above about 51%, no sharp cut-off; inconclusive means no clear call, values can overlap the other calls; inactive means mostly below about 53%; further: some results filed as inactive read as strong as hits
K1F lysis inhibition – protection from phage-mediated lysis, alamar blue read-out – E. coli UTI89, K1F phage, bacterial capsule biogenesis inhibitors (AID 488966). E. coli UTI89 K1F phage lysis, alamar blue, 2 h; higher % means a stronger effect. inhibition, % at 100 µM, or IC50 in µM where a hit was titrated. hit rate 0.02% among 340,000;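 active means phage lysis inhibition, versus mean bacterial control, above a set limit; inconclusive means no clear call, values can overlap the other calls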;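 further: capsule biogenesis inhibitors block K1F phage lysis so surviving cells raise fluorescence; higher fluorescence means more inhibition of phage lysis; actives were called in the ten point dose series up to 300 µM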
NTR1 ag – agonists of NTR1, primary screen, imaging, U2OS cells, beta-arrestin-GFP, high content (AID 493036). P30989. NTR1-U2OS beta-arrestin-GFP spot imaging, agonist mode. activation, % at 20 µM. hit rate 0.17% among 330,000;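 active means activation at or above 40% of the spot to cytoplasm intensity ratio, with at least 20 cells analyzed; inconclusive means wells under 20 cells, flagged as cytotoxic or low count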;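 further: 0% = DMSO without peptide and 100% = 100 nM NTR1 peptide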
Target sequence (P30989 whole entry, looked up): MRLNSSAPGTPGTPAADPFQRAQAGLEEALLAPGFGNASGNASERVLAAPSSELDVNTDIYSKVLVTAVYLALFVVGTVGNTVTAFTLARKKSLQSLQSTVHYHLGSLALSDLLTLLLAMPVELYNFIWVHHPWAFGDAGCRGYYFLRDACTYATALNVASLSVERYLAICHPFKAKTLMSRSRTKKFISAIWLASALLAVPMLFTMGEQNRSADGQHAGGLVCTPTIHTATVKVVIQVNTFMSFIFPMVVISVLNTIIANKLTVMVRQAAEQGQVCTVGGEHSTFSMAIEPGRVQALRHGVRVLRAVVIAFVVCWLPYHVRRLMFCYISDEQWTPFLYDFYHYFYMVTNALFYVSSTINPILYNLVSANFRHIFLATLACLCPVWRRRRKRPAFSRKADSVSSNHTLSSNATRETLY
SIAH1 antagonists – blockers of Siah-1 interaction with plectin peptide – biochemical, fluorescence polarization, rhodamine-plectin, uHTS, primary screen (AID 1817); Siah-1 / rhodamine-plectin peptide fluorescence polarization; higher % means a stronger effect; displacement, % at 20 µM, or IC50 in µM where a hit was titrated; hit rate 0.02% among 290,000;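 active means displacement of at least 50% at 20 µM, with a fluorescence ratio check between 0.3 and a set limit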;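 further: plate controls were Siah plus tracer with DMSO for no effect and tracer alone without Siah for full effect; strong numbers were not always called active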
Large T inhibition – SV40 large T antigen inhibitors, biochemical (AID 1903); inhibition, % at 20 µM, or IC50 in µM where a hit was titrated; hit rate 0.39% among 310,000; SV40 large T antigen ATPase/helicase inhibition assay; higher % means a stronger effect; in the data active means a potency from the dose series; inconclusive means inhibition mostly from about 32% at the one dose, without a potency; inactive means the rest, 99 in 100 with inhibition below about 32%; further: strong numbers were not always called active
RSV antiviral HEp-2 – RSV antiviral activity via CPE protection, HEp-2 cells, primary 10 µM value included (AID 2391) | HEp-2 cells, RSV-induced CPE inhibition; higher % means a stronger effect | one-dose CPE inhibition, % at 10 µM; IC50 in µM for titrated hits | hit rate 0.13% among 310,000; in the data active means a potency from the dose series; inconclusive means CPE inhibition mostly from about 23% at the one dose, without a potency; inactive means the rest, 99 in 100 with CPE inhibition below about 21%; further: strong numbers were not always called active
MgcRacGAP inhibition – MgcRacGAP GTPase-activating activity inhibitors, confirmation, biochemical, ADP Hunter fluorescence. hit rate 0.6% among 340,000. MgcRacGAP-stimulated Rac1 GTP hydrolysis, ADP Hunter fluorescence; higher % means a stronger effect; GST-tagged Rac1 F28L mutant substrate. inhibition, % at 30 µM; hits with a dose series show IC50 in µM. AID 624330;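 active means first-screen hits whose inhibition reached a set limit at any dose in the follow-up dose series; inconclusive means inhibition above the set first-screen limit but never retested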;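 further: fluorescence reports GDP produced by GAP-driven GTP hydrolysis; strong numbers were not always called active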
Dengue-2 NS5 capping – Dengue-2 NS5 methyltransferase inhibitors, primary screen, biochemical, confirmation dose response (AID 588689); hit rate 0.3% among 340,000; Dengue-2 NS5 methyltransferase capping enzyme assay, biochemical; higher % means a stronger effect; one-dose inhibition, % at 25 µM; IC50 in µM for titrated hits; in the data active means a potency from the dose series; inconclusive means inhibition above about 29% without an active follow-up result
NTR1 ag cell count 20 µM – further read-out of NTR1 ag, marked with its call; cell count; measured here: cell count, cytotoxicity flag
Dengue-2 NS5 capping pilot replicate – recorded beside Dengue-2 NS5 capping, whose call it bears; inhibition, %; measured here: pilot screen replicate inhibition
An asterisk follows results filed as active; i = inactive; ? = inconclusive; / = no result given; [ ] = another dose, or the depositor's remark.

SMILES | West Nile antiviral | AID2073 | K1F lysis inhibition | NTR1 ag | NTR1 ag cell count 20 µM | SIAH1 antagonists | Large T inhibition | RSV antiviral HEp-2 | MgcRacGAP inhibition | Dengue-2 NS5 capping | others
CN(Cc1ccc(Cl)cc1)C(=O)c1ccc(S(=O)(=O)NCc2ccco2)cc1 | / | / | -0.3%[50 µM] | -1.2 | 46 | / | / | 3.5% | 4% | 3%
CCOc1ccc(C(=O)Nc2cccc(-n3cnnn3)c2)cc1OCC | 1.3% | 10% | 0.0% | 1.7 | 58 | 5% | 10% | 7.3% | 4% | 8%
Cc1cc2[nH]cnc2c([N+](=O)[O-])c1C | 0.7% | -4% | -0.2% | 2.7 | 38 | 0% | 7% | 16% | -2% | -5%
Cc1ccc(C)c(SCC(=O)NC(=O)NC2CCCC2)c1 | / | / | -0.6%[50 µM] | 0.2 | 60 | / | / | 3.9% | 7% | -5%
CC1(CCc2ccccc2)NC(=O)N(CC(=O)Nc2c(F)cccc2F)C1=O (stereo unspecified) | / | / | 0.6%[50 µM] | -1.8 | 55 | / | / | / | 5% | -3%
COc1ccc(Cl)cc1NC(=O)/C=C/C(=O)O | -0.4% | -11% | -0.7% | 0.4 | 50 | -4% | -6% | 0.4% | -8% | -8%
CCCCCNC(=O)c1cn(CC)c2cc(N3CCN(C)CC3)c(F)cc2c1=O | 1.4% | 8% | 0.4% | 3.5 | 88 | 0% | 0% | -0.9% | 12% | -5%
CC[C@]12c3[nH]c4ccccc4c3CCN1C(=O)C(CC(=O)NCCN1CCOCC1)C[C@@H]2C(=O)N1CCN(C(=O)c2ccco2)CC1 (stereo partly specified) | / | / | -0.1% | 0.0 | 67 | / | / | / | 3% | -7% | Dengue-2 NS5 capping pilot replicate=-3.4
CC1(C)CC(=O)C2=C(C1)N(Cc1ccco1)C(=O)C2(NC(=O)C1CCCCC1)C(F)(F)F (stereo unspecified) | -0.4% | 9% | -0.1% | 0.0 | 94 | -5% | 6% | 0.3% | -3% | -7%
O=C(COC(=O)c1ccccn1)NC(=O)c1ccccc1 | / | / | 0.2%[50 µM] | 2.0 | 65 | / | / | 0.1% | 2% | -3%
Cc1nn(C)c(C)c1/C=N/NC(=O)c1csc2ccccc12 | -0.1% | 2% | / | 0.0 | 60 | 18% | 23% | 5.4% | / | /
FC(F)(F)c1cc(Cl)c2nnc(C(F)(F)Cl)n2c1 | 0.7% | -2% | 0.0% | -0.2 | 40 | -3% | 16% | 1.3% | -3% | -10%
O=C(Nc1nnc(-c2ccncc2)o1)c1ccc(Br)s1 | 0.4% | 4% | 0.2% | 0.0 | 66 | -6% | -8% | -0.6% | 5% | -3%
O=C(Cn1c2ccc(F)cc2c2nc3n(c(=O)c21)CCS3)Nc1ccccc1F | 0.1% | 1% | / | 2.4 | 60 | 11% | 3% | 4.2% | / | /
Cc1ccc(-c2nn(Cc3ccccc3)cc2/C=C/C(=O)O)cc1C | 0.5% | -1% | -0.1% | -0.1 | 43 | 4% | 29% | 1.0% | 14% | 7%
O=C(/C=C1\SC(=O)NC1=O)Nc1ccc(F)cc1 | -0.3% | 6% | i | 1.7 | 62 | 11% | 13% | 1.1% | 2% | 0%
CCNc1nc(OC)nc(Oc2ccc(=O)n(-c3ccccc3)n2)n1 | -0.3% | -9% | 0.3% | -0.7 | 47 | 6% | 4% | 0.0% | -6% | -6%
COc1ccc(CCNS(=O)(=O)c2cn(C)nc2C)cc1OC | -0.1% | 3% | 0.0%[50 µM] | -0.2 | 60 | -1% | 14% | 1.6% | 2% | 12%
Cc1ccc(C)c(NC(=S)NNC(=O)c2csc(C(C)C)c2)c1 | 0.0% | -14% | 0.4% | -1.2 | 83 | -4% | 22% | 8.0% | 5% | -1% | Dengue-2 NS5 capping pilot replicate=-3.5
COc1ccccc1/C=N/NC(=O)c1ccc(Cn2nc([N+](=O)[O-])cc2C)cc1 | -0.5% | -4% | 0.9%[50 µM] | 0.4 | 54 | 6% | 11% | 0.8% | 6% | 0%
Cc1ccc(SCCC(=O)Nc2cccnc2)cc1 | 0.0% | 0% | / | 0.5 | 54 | 4% | -3% | 0.2% | / | /
CCN(CC)c1ccc(C(=O)N/N=C(\C)c2ccc(OC)c(OC)c2)cc1 | -0.6% | 7% | -0.4% | 2.2 | 68 | 2% | 6% | 2.1% | 7% | -3%
O=C(O)c1ccc(Nc2nc(-c3cc4ccccc4oc3=O)cs2)cc1O | 0.3% | 7.3µM* | / | 0.3 | 87 | -2% | 8% | / | / | /
Cc1cccc(NC(=O)Cn2ccn(-c3ccc4c(c3)OCCO4)c(=O)c2=O)c1 | / | / | 0.7%[50 µM] | 0.3 | 58 | / | 16% | 0.0% | 6% | -7%
Cc1cccc2c1-c1sc(C(=O)Nc3cccc([N+](=O)[O-])c3C)cc1CO2 | -1.2% | 9% | 1.5%[50 µM] | 12 | 34 | 2% | 9% | 7.6% | -1% | -6%
COc1ccc(CC(=O)NC(C)CCc2ccccc2)cc1OC (stereo unspecified) | -0.7% | 9% | -1.0%[50 µM] | 1.2 | 40 | -1% | 6% | 15% | 3% | -5%
CC(C)c1ccc(N(C(=O)c2csnn2)C(C(=O)NC(C)(C)C)c2cccnc2)cc1 (stereo unspecified) | -1.1% | -11% | -0.1% | 1.2 | 52 | -4% | 9% | 0.8% | 3% | 0%
O=C(NCc1ccc(Cl)cc1)C1CCCN(c2ncnc3c2nc2n3CCCCC2)C1 (stereo unspecified) | 1.0% | 9% | -0.3% | 4.9 | 66 | 1% | -4% | 0.2% | -6% | 2%
CC(C)(C)NC(=O)CSc1nccn1Cc1ccccc1 | -0.5% | -9% | -0.3% | 2.3 | 65 | 3% | 4% | -0.9% | 14% | -5%
CC(=O)NNC(=O)CC(=O)Nc1nc(C23CC4CC(CC(C4)C2)C3)cs1 | -0.8% | 0% | 3.2% | 0.3 | 47 | 8% | 21% | 0.0% | 4% | -4%
COc1cccc(N(CC(=O)Nc2cccnc2)S(C)(=O)=O)c1 | -0.3% | 8% | -0.8% | -0.7 | 29 | 1% | 7% | -1.5% | 1% | -3%
CN(C)S(=O)(=O)c1ccc(NC(=O)c2ccccn2)cc1 | 0.5% | 1% | -0.1% | -0.4 | 49 | 0% | -5% | 2.9% | 6% | -4%
COc1cc(CCC(=O)OCC(=O)Nc2ccc(Br)cc2F)cc(OC)c1OC | -0.4% | 1% | -0.2% | 0.0 | 57 | 0% | 0% | 1.1% | -1% | 7%
O=C(c1cccc(Cl)c1)c1nn(-c2ccccc2)c(=O)cc1C(F)(F)F | -0.4% | 2% | -0.1% | 3.1 | 59 | 10% | 5% | -1.7% | 17% | 1%
CCn1c(-c2ccc([N+](=O)[O-])cc2)n[nH]c1=S | 0.3% | -51% | -0.3% | -0.7 | 98 | 2% | 16% | 2.6% | 2% | -7%
CCOC(=O)CCSc1nc(C)c2cc(C)c(C)cc2n1 | 0.2% | -32% | 0.2% | 0.9 | 43 | -3% | -19% | 2.1% | 15% | -9%
Cc1onc(-c2ccccc2)c1NC(=O)N(CCC(=O)O)Cc1ccccc1 | 0.2% | -3% | / | 0.1 | 64 | 13% | 12% | 1.1% | / | /
COC(=O)C1=C(C)N(Cc2ccccc2)C(=S)N[C@H]1c1ccc(Br)cc1 | / | / | -0.4% | 6.0 | 65 | / | / | / | 1% | -4%
O=C(Nc1ccc(C(=O)N2CCCCC2)cc1)Nc1cccc(Cl)c1 | -0.3% | 6% | -0.2% | 4.2 | 71 | -1% | 3% | 4.3% | 8% | -20%
COc1ccc(NCCc2ccccn2)cc1 | 0.7% | -10% | 1.8% | 0.6 | 62 | 1% | 19µM* | 2.5% | ? | /
CCN(CC)CCN(C(=O)c1ccc(N2C(=O)CCC2=O)cc1)c1nc2cc3c(cc2s1)OCO3 | -0.1% | 14% | / | -0.6 | 68 | -10% | 3% | -0.2% | / | /
Cn1nnc2cc(NC(=O)Nc3cccc(C(F)(F)F)c3)ccc21 | -0.4% | 7% | 0.1% | 1.0 | 62 | -2% | 2% | 0.6% | 6% | -4%
C[C@@H](NC(=O)[C@@H]1Cc2ccccc2CN1)C(=O)NC1CCCCC1 | -0.4% | 3% | 0.8% | -2.8 | 55 | 3% | 8% | 0.7% | 7% | 3%
COc1ccc(NC(=S)N2C3CCC2CC(NC(=O)NC24CC5CC(CC(C5)C2)C4)C3)c(OC)c1 (stereo unspecified) | -0.9% | -2% | 0.2% | 0.2 | 43 | 6% | 6% | -0.4% | 3% | -3%
CC(C)c1cc(CN2CCN(CCC#N)CC2)cc(C(C)C)c1O | 0.4% | 4% | 0.6% | -5.2 | 85 | 7% | 2% | 2.0% | 2% | -2%
CS(=O)(=O)Nc1ccc(C(=O)N2CCCC2)cc1 | -0.1% | -5% | 9.7% | -0.6 | 87 | -4% | 11% | 2.2% | 2% | -6%
O=C(NC(=S)N(CCO)Cc1ccccc1)c1cc(Br)ccc1Cl | -0.1% | -9% | 0.6% | 2.6 | 30 | 9% | 17% | -0.3% | 5% | -7%
CCN(CC)C(=O)N1c2ccccc2Sc2ccccc21 | -1.6% | 8% | -0.2% | 1.9 | 70 | 0% | 9% | 12% | 3% | 1%
CC(C)NS(=O)(=O)c1ccc(CCC(=O)Nc2cc(Cl)ccc2Oc2ccccc2)cc1 | -0.3% | 12% | -0.1% | 2.6 | 73 | -2% | 0% | 15% | -3% | 1%
C=CCn1c(C)cc(C(=O)CSc2nnc(NCc3ccccc3)s2)c1C | / | -9% | -0.5% | / | / | 1% | 30% | -1.9% | -1% | 3%
COc1cccc(C(C)NC(=O)Nc2cccc(C(F)(F)F)c2)c1 (stereo unspecified) | -0.6% | 10% | 0.7% | 6.4 | 39 | -3% | 2% | / | 11% | -2%
Cc1c(C(=O)N2CCOCC2)sc2nc(-c3ccccc3)cn12 | / | 0% | 0.1% | 1.3 | 68 | -2% | 21% | 4.5% | 11% | -2% | Dengue-2 NS5 capping pilot replicate=-3.6
COC(=O)c1cccc(CSc2nnc(C)s2)c1 | -0.7% | 1% | 0.0% | -1.0 | 78 | -2% | 14% | 3.0% | -2% | -5%
CCCCCc1ccc(-c2ccc(OCC)cc2)nc1 | -0.3% | 12% | 0.8% | 6.4 | 45 | 4% | 18% | 16% | 11% | -8%

High-throughput results (PubChem)
